SENP1 inh: inhibitors of human SENP1 SUMO protease catalytic domain; inhibition, % at 10 µM; 360,000 tested, 0.21% active; Q9P0U3; recombinant SENP1 catalytic domain, CyPet-SUMO1-YPet FRET cleavage;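 active = inhibition at least 30% at 10 µM, raw YFP signal under a set limit, fluorescence ratio 0.5 to 1.5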;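 also: 0% = enzyme with DMSO and 100% = no enzyme wells; some results filed as inactive read as strong as hits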
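System: Recombinant human SENP1 catalytic domain, His6-tagged | Incubation: Enzyme reaction for 50 min at room temperature, dark | Medium: Tris pH 8 with BME, BSA, NP40 and catalase | Also added: 25 nM SUMO1 FRET substrate | Compound: 10 µM single point, 0.5% DMSO | Measured by: FRET fluorescence in CFP and YFP emission channels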
MIN6 prolif: MIN6 beta-cell proliferation induction; MIN6 cells proliferation, ATPlite luminescence, 48 h; cells starved in 0.2% serum; 100% = growth in 10% serum; proliferation, % at 10 µM; AID 2380; 330,000 tested, 0.29% active;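 active = compounds whose signal lies at least 3.5 SD above the mean of all wells on their plate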;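 also: 0% = DMSO-treated cells in low-serum medium and 100% = 10% serum control; some compounds called inactive have numbers as strong as hits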
hIAP act: increases human intestinal alkaline phosphatase activity; P09923; activation factor at 10 µM; purified human IAP, CDP-Star luminescence, 30 min; stronger effect = higher value; 1 = vehicle-only enzyme, 0 = enzyme-free background; 330,000 tested, 0.16% active;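 active = activation factor of the enzyme at least 2-fold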; also: the source names both 10 and 20 µM as test concentration; values of inactives mirror those of a sister screen read the other way
Target sequence (P09923 whole entry, looked up): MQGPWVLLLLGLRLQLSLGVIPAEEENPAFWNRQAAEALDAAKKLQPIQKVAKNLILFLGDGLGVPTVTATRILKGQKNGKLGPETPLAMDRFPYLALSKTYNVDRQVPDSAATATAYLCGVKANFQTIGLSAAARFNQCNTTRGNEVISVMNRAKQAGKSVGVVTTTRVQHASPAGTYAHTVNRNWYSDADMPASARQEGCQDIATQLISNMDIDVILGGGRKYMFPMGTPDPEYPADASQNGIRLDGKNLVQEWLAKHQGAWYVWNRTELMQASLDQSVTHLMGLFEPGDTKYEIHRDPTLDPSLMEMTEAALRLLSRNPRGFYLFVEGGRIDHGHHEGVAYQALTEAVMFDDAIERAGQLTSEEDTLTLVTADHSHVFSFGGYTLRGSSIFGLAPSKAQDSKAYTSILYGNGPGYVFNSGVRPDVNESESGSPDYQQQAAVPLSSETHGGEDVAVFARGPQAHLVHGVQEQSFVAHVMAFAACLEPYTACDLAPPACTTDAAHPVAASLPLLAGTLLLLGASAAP
APOBEC3G inh: inhibitors of human APOBEC3G DNA deaminase | recombinant A3G, ssDNA deamination FAM/TAMRA fluorescence | AID 493012 | Q9HC16 | 330,000 tested, 0.28% active | inhibition, % at 20 µM;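 active = inhibition of at least 40% at 20 µM, with no more than 30% in the related APOBEC3A deaminase screen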;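 also: plate controls were DMSO wells with A3G for no effect and wells lacking A3G enzyme for full effect; some compounds called inactive have numbers as strong as hits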
mIAP activ: increases mouse intestinal alkaline phosphatase activity; muIAP, CDP-Star luminescence, 30 min; stronger effect = higher value; 1 = vehicle-only enzyme signal, 0 = enzyme-free wells; activation factor at 10 µM; 330,000 tested, 0.24% active;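 active = activation factor of at least 2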; also: the source names both 10 and 20 µM as test concentration; values of inactives mirror those of a sister screen read the other way
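Assay system: mouse IAP enzyme; Reagent: CDP-Star chemiluminescent phosphatase substrate; Compound: DMSO-dissolved test compounds; Incubation: 30 min, room temperature; Technique: luminescence from enzymatic CDP-Star hydrolysis; Controls: DMSO-only wells and no-enzyme negative control.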
APOBEC3A inh: blocks human APOBEC3A ssDNA deamination; recombinant A3A, FAM/TAMRA ssDNA deamination fluorescence; inhibition, % at 20 µM; 330,000 tested, 0.41% active;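 active = at least 40% inhibition at 20 µM here, with at most 30% in a related deaminase screen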;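 also: plate controls were A3A with DMSO for no effect and wells lacking A3A enzyme for full effect; some results filed as inactive read as strong as hits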
Target sequence (P31941 whole entry, looked up): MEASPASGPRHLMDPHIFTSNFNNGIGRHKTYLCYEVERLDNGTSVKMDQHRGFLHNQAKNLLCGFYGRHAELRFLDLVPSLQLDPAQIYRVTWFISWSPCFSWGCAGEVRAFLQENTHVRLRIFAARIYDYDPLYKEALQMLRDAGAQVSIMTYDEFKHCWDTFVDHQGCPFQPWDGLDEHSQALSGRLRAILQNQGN
hIAP inh: human IAP inhibition | P09923 | purified IAP, CDP-Star luminescence, 30 min | inhibition, % at 10 µM | 330,000 tested, 0.12% active | AID 2544;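 active = inhibition reaching a set limit with compound at 10 µM in the primary screen, cut at about 35% in these data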;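 also: plate controls were DMSO wells with enzyme for no effect and no-enzyme buffer wells for full effect; values of inactives mirror those of a sister screen read the other way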
mIAP block: mouse IAP inhibition. purified mouse IAP, CDP-Star luminescence, 30 min. 330,000 tested, 0.2% active. inhibition, % at 10 µM;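 active = inhibition of at least 40% at 10 µM in the primary screen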;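 also: plate controls were DMSO with enzyme for no effect and no enzyme wells for full effect; values of inactives mirror those of a sister screen read the other way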
NLRP3 yeast inh: blocks the NALP3 inflammasome reconstituted in yeast | Yeast reconstituted NLRP3/ASC/caspase-1, beta-gal luminescence, 24 h | inhibition, % at 10 µM | 330,000 tested, 0.39% active | AID 2825;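 active = inhibition of 50% or more; inactive = inhibition below 50%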;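 also: plate controls were induced DMSO wells for no effect and uninduced yeast grown without galactose for full effect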
The depositor's hits bear a star; . = no result given. These rows are one share of the data; rates above refer to the full screens.

Sequence of screens: SENP1 inh	MIN6 prolif	hIAP act	APOBEC3G inh	mIAP activ	APOBEC3A inh	hIAP inh	mIAP block	NLRP3 yeast inh
CNC(=O)c1c(NC(=O)C(C)C)sc2c1CCC2
 : -4	0	1.1	-5	1	-1	-5	-4	16
CN(C(=O)COC(=O)c1n[nH]c2ccccc12)c1ccccc1
 : 2	-3	1.1	-4	0.92	2	-15	8	7
CCC/C=C1/CCCOC(C(=O)NCc2ccc(S(C)(=O)=O)cc2)(C(F)(F)F)C1 (configuration not stated)
 : 2	2	0.83	-5	1	-2	17	-3	8
O=C(OCn1nnc2ccccc2c1=O)c1ccco1
 : 3	1	0.97	0	0.96	1	3	4	18
c1ccc(OCc2nn3c(-c4cccnc4)nnc3s2)cc1
 : 3	3	1	-11	0.94	0	0	6	13
Cc1cc(C(=O)NNC(=O)Nc2ccc(Cl)cc2)no1
 : 1	-2	0.84	-4	1.1	-2	16	-11	26
S=C(NCc1ccc(Cl)cc1)Nc1ccccc1Cl
 : 1	0	0.89	-8	1.5	-2	11	-52	19
COC(=O)COc1cc2ccccc2cc1C(=O)Nc1ccccc1
 : 0	4	0.9	-6	0.93	-5	10	7	22
CC(C)COc1ccccc1C(=O)NC(CO)C(=O)O (configuration not stated)
 : 1	-1	1.3	-2	0.98	-6	-29	2	12
O=C(NNC(=O)C1[C@H]2CCCC[C@@H]12)Nc1cccc2ccccc12 (some centres not stated)
 : 0	2	0.91	-8	1.1	-4	9	-7	7
COc1cc2c(cc1NC(=O)COC(=O)CNC(=O)c1ccccc1)oc1ccccc12
 : -8	-3	0.9	4	1.1	7	10	-8	28
COc1ccc(-c2cc(C(=O)N/N=C(\C)c3ccco3)c3ccccc3n2)c(OC)c1
 : 1	0	1.2	-1	0.94	0	-15	6	-7
Clc1ccc(CNCc2cccs2)c(Cl)c1
 : 0	0	0.85	-5	1	-2	15	-4	-14
Cc1ccc(-n2c(SCC(=O)c3c(N)n(C4CC4)c(=O)[nH]c3=O)nnc2N2CCOCC2)cc1
 : 1	1	1.1	-11	1	-5	-13	-2	13
Cc1c(C(=O)NCc2ccc3c(c2)OCO3)oc2ccc(S(=O)(=O)N3CCCCCC3)cc12
 : 0	-3	0.91	4	0.98	4	9	2	16
COC(=O)c1ccc(N2CN=C(c3ccc(C)cc3)NC2=S)cc1
 : 1	-4	1.1	-6	0.93	-2	-8	7	28
COCCN(CCOC)S(=O)(=O)c1ccc(C(=O)Nc2c(C)n(C)n(-c3ccccc3)c2=O)cc1
 : 1	1	0.88	-3	1	2	12	-3	13
CCC(C)N(NC(C)=O)c1nc(Cl)nc(NC(C)(C)C)n1 (configuration not stated)
 : 1	0	0.89	-6	0.97	-4	11	2	23
CC1(C)CC(NS(=O)(=O)c2ccc(S(=O)(=O)N3CCOCC3)cc2)CCO1 (configuration not stated)
 : 2	2	0.99	-6	0.96	-1	1	4	4
COc1cnc(-c2ccccn2)nc1Sc1ccc(F)cc1
 : 5	-4	1.1	-5	0.9	2	-11	10	31
COc1ccc(C2SCCN2C(=S)Nc2ccc(F)cc2)cc1 (configuration not stated)
 : 2	-2	1	-6	1.1	-3	-3	-10	8
CCOC(=O)C1=C(c2ccccc2)c2ccccc2N(S(=O)(=O)C(F)(F)F)C1C(=O)OCC (configuration not stated)
 : -1	.	.	6	1	2	.	-3	.
COc1ccccc1N(C)S(=O)(=O)c1ccc(C(=O)NC(C)c2ccccc2)cc1 (configuration not stated)
 : 2	1	1	-4	0.96	0	-5	4	-4
CN(CC(=O)Nc1cccc(F)c1)C(=O)C1CSC2(C)CCC(=O)N12 (configuration not stated)
 : 3	-3	1.2	-1	1	0	-16	-2	11
COCCNC(=O)CN1C(=O)NC2(CCCc3cc(OC)ccc32)C1=O (configuration not stated)
 : -2	-1	0.99	-9	0.99	-6	1	1	7
COc1ccc(-c2cc3ccc(F)cc3cn2)cc1
 : 4	-5	1.1	2	0.99	0	-8	1	25
Cc1cc(=O)oc2cc(OCC(=O)Nc3ccc4[nH]c(=O)[nH]c4c3)ccc12
 : 1	4	0.95	-8	1	-1	5	-2	18
Cc1ccc(/C=C/C(=O)OCC(=O)Nc2ccc3[nH]c(=O)[nH]c3c2)o1
 : 0	2	0.94	-4	0.97	25	6	3	8
Cc1nn(C)cc1/C=C/C(=O)c1ccc(O)cc1
 : 4	-1	0.93	-5	1	-1	7	-2	8
Cc1ccc(CSc2nnc(CCCCCNC(=O)OC(C)(C)C)o2)cc1
 : 3	-3	0.83	-5	1.1	-4	17	-7	28
CCC1(COC(NC(=O)c2cccnc2)(C(F)(F)F)C(F)(F)F)COC1
 : -1	-2	1.3	-1	0.96	0	-29	4	13
COc1ccc(C(=O)NCc2ccc3c(c2)OCO3)cc1S(=O)(=O)N1CCCC1
 : 1	4	0.98	2	0.94	5	2	6	0
COc1ccc([N+](=O)[O-])cc1NC(=O)CC(c1ccccc1)c1ccccc1
 : 2	-3	0.98	-3	0.95	4	2	5	-16
Cc1cccc(C)c1NC(=O)CSc1nnnn1-c1ccc(C(=O)O)cc1
 : 2	0	1	-6	0.94	-16	-4	6	-3
COc1ccccc1NC(=O)CSc1nc(O)cc(=O)n1C
 : 2	-3	1	-8	0.96	-4	0	4	7
COc1cccc(N2CCN(C(=O)C3CCC(=O)N(C4CCCCCC4)C3)CC2)c1 (configuration not stated)
 : -1	0	1.2	-4	1	-2	-18	-4	20
O=Nc1c(-c2ccccc2)[nH]n(-c2ccccc2)c1=O
 : 7	4	0.82	-2	0.94	-2	18	6	27
CCN(CC)S(=O)(=O)c1ccc(N2CCN(S(=O)(=O)c3ccccc3)CC2)nc1
 : 0	0	0.88	-6	0.91	-1	12	9	9
Cc1nonc1OC(C)CNCCNc1ccc([N+](=O)[O-])cc1 (configuration not stated)
 : -1	0	0.96	-6	1	-1	4	0	27
O=C(Cn1cc2c(n1)CCCC2)Nc1ccccc1Br
 : -3	-4	0.87	-5	0.93	-1	13	7	18
Cn1cnc([N+](=O)[O-])c1NCc1ccccc1
 : 1	3	1.1	5	1.2	1	-14	-16	18
Cc1cc2c(NC(=O)Nc3ccccc3)cccc2nn1
 : -3	0	0.92	-7	1	1	8	-2	8
CCn1cc(/C=C/C(=O)Nc2c(C)nn(Cc3ccccc3)c2C)cn1
 : 1	0	1	-4	0.93	-1	-1	7	8
CCOCCCNC(=O)Cc1c(C(=O)O)[nH]c2ccc(Cl)cc12
 : -1	-2	0.97	-8	0.98	-2	3	2	18
CN1C(=O)C2(OCCCO2)c2cc(Cl)ccc21
 : 1	0	0.94	-3	0.94	-3	6	6	10
Cc1cc(C)nc(N2N=C(CSc3ccc(Cl)cc3)CC2=O)n1
 : 3	-3	1	-2	0.85	0	-4	15	36
Cc1ccc(-c2nn(-c3ccccc3)cc2/C=C/C(=O)Nc2nccs2)cc1
 : -6	-4	1	-9	0.96	-2	-2	3	13
Cc1ccc(NC(=O)COC(=O)Cn2nc(C)c([N+](=O)[O-])c2C)c([N+](=O)[O-])c1
 : 1	-2	0.91	-2	1	-3	9	-1	-12
CCN(CC)S(=O)(=O)c1ccc(OC)c(NC(=O)C(C)Oc2ccc3c(C)cc(=O)oc3c2)c1 (configuration not stated)
 : -6	-4	1.1	2	1	1	-9	-2	6
O=[N+]([O-])c1cc([N+](=O)[O-])c(Oc2ccc(Br)cc2Br)cc1NN1CCCCC1
 : 2	-7	1	-13	0.98	1	-1	2	12
Cc1ccc(C(=O)OCC(=O)N2CCNC2=O)c(C)c1
 : 2	1	0.97	-13	0.93	-4	3	7	16
Cc1csc(NC(=O)CSc2sc3c(O)cc(=O)[nH]c3c2C#N)n1
 : -11	-3	0.84	10	0.53	33	16	47*	7
Cc1ccc(-n2c(C)cc(C(=O)CN3CCCCC3)c2C)cc1
 : -4	-5	0.88	-4	1	-1	12	-2	5
CCC(C)c1ccc(Nc2ncccc2C#N)cc1 (configuration not stated)
 : -1	-5	1	-3	0.95	-1	0	5	24
Cc1cccc(C)c1OCCSc1nc2ccccc2n1CC(=O)O
 : 1	-2	1.2	0	1	-2	-18	-5	10
COC(=O)CSc1ncc(OC)c(OC)n1
 : -3	0	1.2	-7	0.96	-4	-18	4	-8
Cc1ccccc1NC(=O)COC(=O)CCC(=O)c1cccs1
 : 5	-2	0.87	-5	1	-3	13	0	0
CN(C)c1cc[n+](CC(=O)c2cccs2)cc1
 : 0	-1	1.1	2	0.94	-1	-11	6	11
C/C(=N\Nc1nnc(-c2ccccc2)c(-c2ccccc2)n1)c1cccc([N+](=O)[O-])c1
 : -2	-6	0.89	-3	0.91	5	11	9	4
NC(=S)N/N=C1\CC(c2ccc3c(c2)OCCO3)Oc2ccc(F)cc21 (configuration not stated)
 : 1	-4	1	-5	0.94	-3	-3	6	18
O=C(NCC(=O)N1CCCC1)c1ccccc1F
 : 0	-1	0.93	-11	0.98	-4	7	2	13
CN(C)c1ccc(CCc2ccc(N)cc2)cc1
 : 4	-2	0.97	-7	0.99	-4	3	1	20
